# Screening data: PubChem BioAssay, several laboratories
# NRP1-CendR mod – NRP-1/CendR interaction modulation. actives 0.85% (n = 360,000). inhibition, % at 25 µM. FAM-RPARPAR peptide binding to NRP-1, fluorescence polarization. O14786;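 active = inhibition or corrected inhibition above about 18%, plus a signal ratio from 0.5 to 1.5, limit read from the data, passing the limit was not always enough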; also: strong numbers were not always called active
# TbMetRS inhib – Trypanosoma brucei MetRS inhibition | purified T. brucei MetRS, ATP depletion, Kinase-Glo luminescence | inhibition, % at 11.9 µM | actives 0.4% (n = 360,000);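 active = inhibition above a per-plate cutoff of the control wells' mean inhibition plus 3 SD, cut at about 5.5% in these data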;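 also: 0% = DMSO wells median and 100% = median of wells with control inhibitor compound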
#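 Measured by: Kinase-Glo luciferase luminescence reporting remaining unconsumed ATP. Material: purified T. brucei MetRS enzyme. Doses: 11.9 µM compound single dose, 0.9% DMSO. Medium: HEPES buffer containing pyrophosphatase, BSA, spermine, DTT. Times: 15 min preincubation, 2 h reaction, all 25 °C. Reagent: methionine, ATP and bulk E. coli tRNA.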
# eLon inh – E. coli protease La inhibition | P0A9M0 | purified E. coli Lon protease, fluorescence polarization | inhibition, % at 7.94 µM | actives 0.42% (n = 360,000) | AID 602123; in the data active = inhibition above about 13%, passing the limit was not always enough;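 also: 0% = enzyme with probe and DMSO and 100% = no enzyme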
# LMPTP block – LMPTP (human) inhibition | recombinant LMPTP-A, OMFP fluorogenic substrate, fluorescence intensity | inhibition, % at 20 µM | actives 0.22% (n = 360,000);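 active = compounds that cut the enzyme signal by at least half of the control window in the single-dose screen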;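 also: plate controls were DMSO wells with enzyme plus substrate for no effect and substrate without enzyme for full effect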
# Target sequence (P24666 whole entry, looked up): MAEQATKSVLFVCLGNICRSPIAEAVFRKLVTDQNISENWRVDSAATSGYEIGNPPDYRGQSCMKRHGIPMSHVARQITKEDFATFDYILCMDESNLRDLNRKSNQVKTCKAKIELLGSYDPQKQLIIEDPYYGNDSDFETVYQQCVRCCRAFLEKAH
#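 Buffer or medium: Bis-Tris pH 6.0, DTT, detergent; Assay system: LMPTP-A enzyme; Quantity: 0.625 nM enzyme; Detection: endpoint fluorescence intensity; Times: 50 min dark incubation at room temperature; Controls: substrate-only low control, DMSO enzyme-plus-substrate high control; Doses: single 20 µM dose; Read-out: percent inhibition versus substrate-only and uninhibited controls; Reagent: 400 µM OMFP.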
# MsrA inhibitor – bovine MsrA inhibition; actives 0.75% (n = 360,000); purified bovine MsrA, absorbance read-out; inhibition, % at 15.5 µM; in the data active = inhibition above about 4.5%;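 also: 0% = vehicle wells with enzyme and 100% = reference inhibitor wells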
# STEP inh – blocks human striatal-enriched tyrosine phosphatase | P54829 | recombinant STEP, OMFP fluorogenic substrate, fluorescence | inhibition, % at 20 µM | actives 0.25% (n = 360,000) | AID 588621;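 active = inhibition at 20 µM, scaled per plate between control wells, above about 37%, limit read from the data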;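 also: 0% = DMSO with enzyme and substrate and 100% = substrate only without enzyme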
# Target sequence (P54829 whole entry, looked up): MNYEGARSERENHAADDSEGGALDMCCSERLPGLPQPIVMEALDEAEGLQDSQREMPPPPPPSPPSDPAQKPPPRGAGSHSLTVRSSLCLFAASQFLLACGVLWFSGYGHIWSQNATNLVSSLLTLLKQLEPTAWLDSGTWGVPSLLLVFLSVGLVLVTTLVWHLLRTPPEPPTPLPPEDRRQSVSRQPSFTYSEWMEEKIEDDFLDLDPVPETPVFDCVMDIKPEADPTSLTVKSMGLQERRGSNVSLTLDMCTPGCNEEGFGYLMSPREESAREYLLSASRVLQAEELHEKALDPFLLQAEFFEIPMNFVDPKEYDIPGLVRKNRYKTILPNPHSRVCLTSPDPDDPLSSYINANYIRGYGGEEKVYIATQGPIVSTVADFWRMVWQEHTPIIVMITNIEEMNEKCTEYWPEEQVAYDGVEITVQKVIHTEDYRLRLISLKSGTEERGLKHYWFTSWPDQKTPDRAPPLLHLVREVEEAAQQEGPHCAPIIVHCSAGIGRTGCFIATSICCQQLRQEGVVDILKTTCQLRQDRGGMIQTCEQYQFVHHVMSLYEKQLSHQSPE
#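 Material: STEP (striatal-enriched tyrosine phosphatase) enzyme, cell-free; Compound dosing: 20 µM single dose in 1% DMSO; Technique: fluorescence read at 480 nm ex / 540 nm em; Times: reaction 20 min, ambient temperature; Medium: 50 mM Bis-Tris pH 6.0 with 2.5 mM DTT and 0.005% Tween 20; Also added: OMFP at 25 µM.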
# SUMO1 PPI mod – SUMO1-SIM interaction modulation; SUMO1 binding to a labelled peptide, TR-FRET, 1 h; inhibition, % at 20 µM; actives 0.33% (n = 360,000); in the data active = inhibition above about 37%
# Target sequence (P63165 whole entry, looked up): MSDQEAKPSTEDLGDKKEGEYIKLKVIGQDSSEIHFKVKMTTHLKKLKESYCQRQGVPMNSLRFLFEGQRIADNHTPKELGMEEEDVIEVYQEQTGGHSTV
# Scp-1 inhibitor – Scp-1 (human) phosphatase inhibition. Recombinant Scp1, phosphopeptide, malachite green phosphate absorbance. inhibition, % at 20 µM. actives 0.88% (n = 340,000). Q9GZU7;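 active = inhibition above about 50% at 20 µM, limit read from the data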;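 also: plate controls were DMSO wells with enzyme for no effect and wells lacking enzyme for full effect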
# Target sequence (Q9GZU7 76-261 limits assumed): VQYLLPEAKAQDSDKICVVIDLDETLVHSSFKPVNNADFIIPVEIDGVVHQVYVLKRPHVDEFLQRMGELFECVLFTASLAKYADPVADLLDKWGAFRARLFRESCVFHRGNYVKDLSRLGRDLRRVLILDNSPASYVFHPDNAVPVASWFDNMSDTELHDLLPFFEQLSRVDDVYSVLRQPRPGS
#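 Test system: SCP-1 phosphatase catalytic domain, residues 76-261 | Compound dosing: One concentration, 20 µM, with 1.0% DMSO | Schedule: 45 min room-temperature reaction, 5 min colour, 30 min stabiliser | Detection: Absorbance at 630 nm | Read-out basis: % inhibition of SCP-1 phosphate liberation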
# bovine MsrA act – activators of bovine methionine sulfoxide reductase A; actives 0.3% (n = 360,000); purified bovine MsrA, absorbance read-out; activation, % at 10.6 µM; in the data active = activation above about 7.5%;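 also: 0% = vehicle and 100% = reference activator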
# DNMT1 inh – blocks human DNA methyltransferase DNMT1; P26358; DNMT1 molecular beacon, Hinp1I cleavage, fluorescence; inhibition (reported as % activation of signal), % at 10 µM; actives 0.83% (n = 360,000); AID 588458; in the data active = inhibition above about 50%
# The depositor's hits bear a star; . = no result given.
nr	smiles	NRP1-CendR mod	TbMetRS inhib	eLon inh	LMPTP block	MsrA inhibitor	STEP inh	SUMO1 PPI mod	Scp-1 inhibitor	bovine MsrA act	DNMT1 inh
1	COC(=O)c1cn(CCOc2ccccc2OC)c2ccccc12	14	-0.5	4	-1.1	0.2	-1	-6	-13	-1	-6
2	N#Cc1cc(-c2ccccc2)nc(Oc2ccc(Cl)cc2)n1	-6	0.1	-12	1.9	1.6	2	-5	-12	-2	-3
3	COc1ccc(CNC(=O)CN2CCN(c3ccccc3)CC2)cc1	-1	-0.8	8	-1.4	1.9	2	-16	0	-6	0
4	CC(=O)N1CCCc2cc(S(=O)(=O)N3CCN(c4ccccn4)CC3)ccc21	-4	0.2	-2	2.2	0.3	1	0	-2	-2	2
5	Cc1ccc(-c2ccc(S(=O)(=O)N3CC(C)OC(C)C3)cc2)cc1 (stereo not drawn)	6	-0.3	4	-0.3	-0.7	-1	1	-4	5	2
6	CCN=C1SC(C(=O)Nc2cccc(C(=O)O)c2)CC(=O)N1CC (stereo not drawn)	1	-0.6	-11	-0.4	1.1	-3	1	-12	-1	2
7	CCN(CC)S(=O)(=O)c1cc(NC(=O)C2CC(=O)N(Cc3ccccc3)C2)ccc1Cl (stereo not drawn)	-15	-0.4	-7	-6.9	0.4	5	-22	-13	-2	-4
8	C=CC(=O)Nc1cccc(Oc2ccnc(Nc3ccc(N4CCN(C)CC4)cc3)n2)c1	3	0.1	7	0.3	0.6	5	3	7	-5	-48
9	Cc1cc(N2CCCC2)ccc1NC(=O)CN1C(=O)NC2(CCCCC2)C1=O	0	-0.6	-2	1.0	1.4	2	6	-1	-2	2
10	COc1ccccc1NS(=O)(=O)NC(=O)c1cn(C)c2ccccc12	1	0.1	0	-1.4	0.7	3	3	-5	-2	-1
11	O=C1NCC(CN(c2ccccc2)c2ccccc2)O1 (stereo not drawn)	5	0.3	-1	-2.3	0.6	0	0	-7	-2	-4
12	Cc1ccc(-c2nnc(N3CCN(C(=O)Cn4c(=O)n(C)c5ccccc54)CC3)c3ccccc23)cc1	-6	-1.0	24*	-0.7	-1.8	0	0	2	-6	5
13	CC(C)c1ccc2nc(N)sc2c1	-11	-0.7	4	0.7	-1.8	-3	0	-1	-4	-2
14	CC(C)c1ccc(C(=O)OCC(=O)Nc2cccc(S(=O)(=O)NC3=NCCC3)c2)cc1	-5	-0.1	-9	0.1	-0.8	-4	1	.	1	4
15	COc1ccc(-c2cc(C)no2)cc1S(=O)(=O)N1CCCCC1	5	-1.4	7	-1.8	0.2	-1	2	-7	-10	9

# In the list so far, four have four or more nitrogen atoms.
nr	smiles	NRP1-CendR mod	TbMetRS inhib	eLon inh	LMPTP block	MsrA inhibitor	STEP inh	SUMO1 PPI mod	Scp-1 inhibitor	bovine MsrA act	DNMT1 inh
4	CC(=O)N1CCCc2cc(S(=O)(=O)N3CCN(c4ccccn4)CC3)ccc21	-4	0.2	-2	2.2	0.3	1	0	-2	-2	2
8	C=CC(=O)Nc1cccc(Oc2ccnc(Nc3ccc(N4CCN(C)CC4)cc3)n2)c1	3	0.1	7	0.3	0.6	5	3	7	-5	-48
9	Cc1cc(N2CCCC2)ccc1NC(=O)CN1C(=O)NC2(CCCCC2)C1=O	0	-0.6	-2	1.0	1.4	2	6	-1	-2	2
12	Cc1ccc(-c2nnc(N3CCN(C(=O)Cn4c(=O)n(C)c5ccccc54)CC3)c3ccccc23)cc1	-6	-1.0	24*	-0.7	-1.8	0	0	2	-6	5

# Carrying on:
nr	smiles	NRP1-CendR mod	TbMetRS inhib	eLon inh	LMPTP block	MsrA inhibitor	STEP inh	SUMO1 PPI mod	Scp-1 inhibitor	bovine MsrA act	DNMT1 inh
16	C=C(C)CNC(=O)c1ccc2nc(Cc3ccc(OC)cc3)oc2c1	6	-0.4	-2	-0.2	-0.2	-1	-4	6	-6	0
17	CC1(C(=O)NCc2ccccc2)CN(S(C)(=O)=O)CC(=O)N1CCc1ccccc1F (stereo not drawn)	11	-0.4	.	-0.9	1.0	.	-2	.	.	.
18	CC(=O)c1cccc(NC(=O)CSc2nc(N3CCCCC3)nc(N3CCCCC3)n2)c1	6	-0.1	-7	1.4	0.7	6	14	9	-3	4
19	CCC(C)NC(=O)CCS(=O)(=O)c1ccc2c(c1)n(C)c(=O)c(=O)n2C (stereo not drawn)	-4	-0.6	1	-1.9	2.1	-4	5	-6	-12	3
20	N=C1N(c2ccccc2)C(=S)C(=Nc2ccccc2)N1c1ccccc1	15	-0.2	-4	0.5	0.8	4	-2	10	-3	-6
21	CC(=O)C1=C(NC(=O)c2ccccc2F)C[C@@H]2[C@H]1C2(C)C	17*	-1.1	-7	2.7	1.1	-1	-18	-17	-2	-2
22	O=S(=O)(c1cccc(C(F)(F)F)c1)N1CCC(CO)(CCCc2ccccc2)CC1	7	-0.8	1	4.1	0.1	0	7	-6	-2	-12
23	Cc1n[nH]c(C)c1N=Nc1ccc(Br)cc1	-3	0.3	5	-1.9	1.7	-1	-16	-4	-6	-3
24	CCOc1ccc(C(C)=O)cc1CSc1nnc(-c2ccncc2)n1CCOC	10	1.3	5	2.8	0.9	2	-3	-9	-1	-6
25	COc1ccc(-n2nc3c(c2NC(=O)Cc2cccc(C)c2)CS(=O)C3)cc1 (stereo not drawn)	-4	-0.2	-2	-1.0	-0.7	-2	-2	-9	-2	2
26	Cc1ccccc1NC(=S)Nc1ccc(Br)cc1	16	-0.2	-12	-0.1	0.3	1	-4	-5	0	4
27	CC1CCCC(NC(=O)COC(=O)CCC(=O)c2cccs2)C1C (stereo not drawn)	2	0.0	-6	-0.9	-0.6	0	-1	0	-2	2
28	Cc1cc(Cl)ccc1NS(=O)(=O)c1c(C)[nH]c(=O)[nH]c1=O	-3	-0.5	-5	-3.1	1.0	-4	8	-4	-2	-2
29	CCOc1ccc(S(=O)(=O)N(C)CC(=O)NCc2ccccn2)cc1Cl	-1	0.4	-5	-1.0	-0.5	0	0	-7	-2	1
30	Cc1ccc(Nc2ccccc2)nn1	-8	-0.4	10	-0.1	-0.6	-2	-3	-13	-8	2

# A second format for part of the listing above.
25	COc1ccc(-n2nc3c(c2NC(=O)Cc2cccc(C)c2)CS(=O)C3)cc1 (stereo not drawn)
22	O=S(=O)(c1cccc(C(F)(F)F)c1)N1CCC(CO)(CCCc2ccccc2)CC1
18	CC(=O)c1cccc(NC(=O)CSc2nc(N3CCCCC3)nc(N3CCCCC3)n2)c1

entry no. | 25 | 22 | 18
NRP1-CendR mod | -4 | 7 | 6
TbMetRS inhib | -0.2 | -0.8 | -0.1
eLon inh | -2 | 1 | -7
LMPTP block | -1.0 | 4.1 | 1.4
MsrA inhibitor | -0.7 | 0.1 | 0.7
STEP inh | -2 | 0 | 6
SUMO1 PPI mod | -2 | 7 | 14
Scp-1 inhibitor | -9 | -6 | 9
bovine MsrA act | -2 | -2 | -3
DNMT1 inh | 2 | -12 | 4

# Other structures follow:
nr	smiles	NRP1-CendR mod	TbMetRS inhib	eLon inh	LMPTP block	MsrA inhibitor	STEP inh	SUMO1 PPI mod	Scp-1 inhibitor	bovine MsrA act	DNMT1 inh
31	CC(O)[C@H]1CN=C(N)N1CCc1cc(C(F)(F)F)cc(C(F)(F)F)c1 (stereo partly drawn)	6	-0.4	-13	-0.7	0.8	-2	0	-2	-6	0
32	CSCCC(NS(=O)(=O)c1ccc2c(c1)OCCO2)C(=O)N(C)Cc1ccccc1F (stereo not drawn)	-10	0.4	-4	1.5	2.3	0	1	-11	-2	-2
33	CN(C)c1nnnn1-c1ccc(Cl)cc1	0	-1.3	-1	-1.3	0.5	0	-1	-3	-8	1
34	COc1cc(C=C2C(=O)c3ccccc3C2=O)cc(OC)c1	-3	-0.5	-7	1.4	0.8	-1	-9	-4	-3	-2
35	CN(C)c1ccc(CSc2ccccc2)cc1	-6	-0.1	-1	1.7	1.6	0	0	0	-1	-1
36	COc1c2c(nc3ccccc13)OC(C(C)(O)CO)C2 (stereo not drawn)	14	0.3	2	-1.0	-1.3	-3	0	-12	-3	2
37	CCN(c1ccccc1)S(=O)(=O)c1cccc(C(=O)NCC(c2ccco2)N2CCCC2)c1 (stereo not drawn)	-6	-0.6	-10	2.6	-0.5	1	-2	-6	-6	-5
38	CC(C)NS(=O)(=O)c1ccc(NC(=S)NC(=O)c2ccc(-c3ccccc3)cc2)cc1	15	-1.0	-2	1.1	0.1	6	-3	-13	-9	-6
39	CC(C)(C)[C@@H]1COC(=O)[C@H](Cc2ccc(F)cc2)C/C=C\C[C@H](CC(=O)N(CCO)Cc2ccccc2)C(=O)N1	12	0.1	2	0.8	-0.4	8	2	-11	1	-1
40	Clc1ccc(-c2cn3c(n2)CCC3)cc1	8	0.1	5	-1.0	0.6	-5	-2	-10	-3	-1
41	S=c1[nH]c2ncccc2o1	2	0.5	10	-2.0	1.6	-1	0	-1	2	3
42	O=C(CSc1nc2ccccc2[nH]1)NCc1ccc(F)cc1	0	7.7*	13	-2.0	-0.8	2	-3	0	1	-3
43	CCOC(=O)C(CC)n1nc(C)n2c(cc3occc32)c1=O (stereo not drawn)	2	0.2	-2	-1.7	0.7	1	2	-4	-1	-1
44	C=CCN(c1ccccc1)S(=O)(=O)c1cccc(C(=O)N2CC(C)CC(C)C2)c1 (stereo not drawn)	6	0.0	-9	2.2	-1.3	2	-2	2	-1	1
45	Cc1ccc(S(=O)(=O)n2ccc3c(OCCOCCSCC(NC(=O)OC(C)(C)C)C(=O)O)cccc32)cc1 (stereo not drawn)	-8	-0.6	-3	-2.0	1.0	2	-3	-12	-3	-11
46	CC1CN(C(=O)COC(=O)c2cccc(NS(=O)(=O)c3ccccc3)c2)CC(C)O1 (stereo not drawn)	4	-0.4	6	0.3	0.5	0	0	-1	-9	4
47	CN(CC(=O)Nc1cc(Cl)cc(Cl)c1)Cc1cccs1	6	-0.1	2	-2.0	0.1	0	1	-2	-6	-2
48	CCCCCOc1ccc(NC(=O)C(=O)NCCC2=CCCCC2)cc1	8	0.1	5	0.6	.	4	0	0	1	3
49	CN1CCN(c2nc(-c3cc4ccccc4o3)cs2)CC1	0	-0.6	-1	-0.8	-0.5	-3	-2	1	2	2
50	O=C(c1ccc(Cl)c(S(=O)(=O)N2CCOCC2)c1)N(Cc1nnc(-c2ccccc2Cl)o1)C1CC1	-1	-0.4	-20	-9.6	0.5	1	-36	-7	-4	-4
51	CCCCN(C)C(=O)c1cn(C)c2ccc(S(=O)(=O)N(C)C)cc2c1=O	-12	0.3	-12	-0.6	-0.2	-3	-1	0	-8	2
52	Cc1c(/C(O)=C2/C(=O)C(=O)N(CCN3CCOCC3)C2c2ccco2)cnn1-c1ccccc1 (stereo not drawn)	5	0.0	-7	0.7	-0.3	1	-6	-4	-4	0
53	CC(C)c1cccc(OCC(=O)Nc2ccc(S(=O)(=O)Nc3ccccn3)cc2)c1	4	-0.2	3	0.5	-0.1	-1	4	1	-3	-4
